# High-throughput results deposited in PubChem BioAssay by several laboratories.
# MITF act: MITF TRPM1 promoter activation in melanoma cells; SK-MEL-5 TRPM1-promoter luciferase, 24 h; % of positive control, neutral wells = 0; activation, % at 12.5 µM; 0.75% of 300,000 active;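 active = mean activation of at least 80% with every replicate also reaching 80%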;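 note: 0% = neutral control wells and 100% = parthenolide positive control wells; values of inactives mirror those of a sister screen read the other way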
# Arrestin-AP2 inh: inhibitors of human beta-arrestin and AP2 interaction; inhibition, % at 10 µM; FITC-arrestin peptide / GST-AP2 beads, flow cytometry; AP2 beta2 appendage carries R879A mutation; 0.31% of 340,000 active;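 active = inhibition above a set limit, near 3 SD of compounds lacking own fluorescence, cut at about 54% in these data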;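 note: plate controls were DMSO wells for no effect and 5 µM unlabelled arrestin peptide for full effect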
#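 test system = AP2 appendage R879A on GSH beads | buffer or medium = PBS plus Tween 20 (0.05%) and BSA (0.1%) | incubation = 12 min plus 1 h, RT | detection = bead flow cytometry, FITC channel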
# PKA-R1A act: activates the PKA-R1A holoenzyme complex. AID 504707. 0.083% of 340,000 active. P00514+P68181. activation, % at 11.4 µM. PKA-R1A dissociation, Cy5-IP20 fluorescence polarization; scaled: DMSO 0%, 113 µM cGMP 100%;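 active = percent activation above the mean of all tested compounds plus 3 SD, cut at about 19% in these data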;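 note: higher means more PKAc released from R1A so a rise in polarization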
# NSD2 HMT inh: NSD2 (human) methyltransferase inhibition; NSD2 peptide methylation, AlphaScreen, 120 min; inhibition, % at 12.5 µM; 0.54% of 310,000 active; in the data active = inhibition above about 50%
# DSG3 Ab inh: human desmoglein-3 autoantibody binding inhibition; P32926; DSG3-coupled beads, scFv-anti-DSG3-GFP binding, flow cytometry; stronger effect = lower value; binding (percent of control), % at 10 µM; 0.48% of 310,000 active; AID 588358;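 active = binding more than 3 SD below its plate's average and above zero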;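 note: hits lower antibody fragment binding to DSG3; some compounds called inactive have numbers as strong as hits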
# PKA-R2B act: activators of human PKA-R2B complex. activation, % at 11.4 µM. P22694+P31323. AID 504700. PKA-R2B holoenzyme dissociation, Cy5-IP20 fluorescence polarization; R2B truncated from residue 108, S112A mutant; 0% DMSO only, 100% 113 µM cGMP. 0.079% of 340,000 active;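 active = activation above a cutoff set at the mean over all compounds plus 3 SD, cut at about 18% in these data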;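 note: higher means more holoenzyme dissociation and a rise in polarization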
# SR-BI DiI-HDL act: enhances SR-BI lipid uptake from DiI-HDL. 0.096% of 320,000 active. CHO ldlA[mSR-BI] cells, DiI-HDL uptake fluorescence, 3 h; 100 = double the neutral-control signal. activation, % at 12.5 µM;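 active = mean replicate activation of at least 60% and every replicate at or above 60%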;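 note: 0% = median plate neutral-control signal and 100% = twice that signal; values of inactives mirror those of a sister screen read the other way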
#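 Test system: SR-BI-overexpressing, LDLR-lacking CHO cells. Measured by: DiI fluorescence, bottom read. Medium: Ham's F12 with 0.5% BSA, HEPES 25 mM, pH 7.4. Timing: 3 h uptake period with compound, 37 °C.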
# CDK5 p35 inh: inhibitors of human CDK5/p35 kinase. inhibition, % at 10 µM. Recombinant CDK5/p35, ADP-Glo luminescence, 60 min. 0.01% of 330,000 active. Q00535+Q15078;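 active = highest replicate inhibition of at least 50% and at least 75% of replicates reaching 50%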;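 note: plate controls were DMSO neutral control for no effect and GW8510 at 10 µM for full effect; many of its hits are not listed in these tables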
# SR-BI HDL uptake: inhibitors of mouse SR-BI mediated HDL lipid uptake. ldlA[mSR-BI] CHO cells, DiI-HDL uptake fluorescence, 3 h. inhibition, % at 12.5 µM. 0.96% of 320,000 active;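 active = mean replicate inhibition of at least 70% and a set share of replicates each scoring 70 or more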;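 note: 0% = median of neutral control wells and 100% = median of positive control wells; values of inactives mirror those of a sister screen read the other way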
# Target sequence (Q61009 whole entry, looked up): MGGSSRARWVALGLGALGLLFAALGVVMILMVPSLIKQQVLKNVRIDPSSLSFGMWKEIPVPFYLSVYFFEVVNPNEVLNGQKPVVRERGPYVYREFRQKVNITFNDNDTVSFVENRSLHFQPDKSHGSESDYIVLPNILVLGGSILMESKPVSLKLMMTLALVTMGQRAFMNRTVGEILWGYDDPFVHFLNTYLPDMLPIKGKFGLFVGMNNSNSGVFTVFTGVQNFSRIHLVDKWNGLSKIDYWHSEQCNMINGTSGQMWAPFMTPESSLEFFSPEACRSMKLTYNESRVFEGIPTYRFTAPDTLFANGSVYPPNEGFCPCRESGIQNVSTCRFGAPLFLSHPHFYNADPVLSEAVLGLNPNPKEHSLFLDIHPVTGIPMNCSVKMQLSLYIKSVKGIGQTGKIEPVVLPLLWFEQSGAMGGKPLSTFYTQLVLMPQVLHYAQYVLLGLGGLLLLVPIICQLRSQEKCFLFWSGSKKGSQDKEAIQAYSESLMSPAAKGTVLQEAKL
# Mot1-301 SUMO: blocks SUMOylation pathway, rescuing yeast Mot1-301 growth; growth rescue, % at 18.8 µM; AID 2716; 1% of 320,000 active; S. cerevisiae Mot1-301 growth rescue, ATP luminescence, 38.5C; percent above DMSO median, 100 means doubled;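 active = every valid replicate shows activation above 250% relative to neutral control wells; inactive = the rest, any valid replicate at or below 250%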;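 note: OY570 slx delta 5 strain wells were the positive control but not used for scaling; some compounds called inactive have numbers as strong as hits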
# dFosB act: activators of mouse delta FosB homodimer; P13346; activation, % at 25 µM; purified delta FosB, TAMRA-CDK5 oligo fluorescence polarization; percent of positive-control signal above neutral wells; 0.99% of 340,000 active;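 active = mean activation above about 17%, with every replicate also reaching it, limit read from the data, passing the limit was not always enough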;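 note: fluorescence polarization rise as delta FosB binds a TAMRA Cdk5 AP-1 oligo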
# Target sequence (P13346 whole entry, looked up): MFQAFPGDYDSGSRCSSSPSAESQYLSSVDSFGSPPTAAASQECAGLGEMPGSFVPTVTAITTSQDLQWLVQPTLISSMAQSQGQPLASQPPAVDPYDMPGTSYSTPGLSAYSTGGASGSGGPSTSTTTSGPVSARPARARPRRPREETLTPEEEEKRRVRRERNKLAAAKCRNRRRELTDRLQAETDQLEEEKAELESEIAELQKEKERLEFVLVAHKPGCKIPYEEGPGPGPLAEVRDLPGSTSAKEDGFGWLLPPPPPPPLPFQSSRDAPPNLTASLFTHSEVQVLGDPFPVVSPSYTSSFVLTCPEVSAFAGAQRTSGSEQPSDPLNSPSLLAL
# The depositor's hits bear a star; . = no result given. Compounds were not picked by outcome. Share with any hit: about 4.7%.
SMILES,MITF act,Arrestin-AP2 inh,PKA-R1A act,NSD2 HMT inh,DSG3 Ab inh,PKA-R2B act,SR-BI DiI-HDL act,CDK5 p35 inh,SR-BI HDL uptake,Mot1-301 SUMO,dFosB act
COc1ccc(OCc2cc(C(=O)NCC3CCOCC3)no2)c(Cl)c1,31,14,-3,1,106,0,-3,0.3,3,18,-7
O=C(NCc1ccco1)c1ccc(Cl)c(S(=O)(=O)N2CCCC2)c1,2,-8,-7,2,98,6,15,-1.3,-15,-9,-6
O=C(c1ccccc1F)N1CCN(C2CCC(c3ccccc3)CC2)CC1 (centres undefined),-1,-7,5,7,87,6,18,0.1,-18,282*,-7
COc1cccc(C(=O)Nc2nnc(-c3cccs3)s2)c1,11,3,-10,0,92,2,8,0.0,-8,0,-5
O=c1oc(CCCO)cc2ccc(C#CC3(O)CCCCC3)cc12,48,30,2,.,100,-2,7,0.3,-7,6,1
O=C(O)Cn1c(=O)c2c3c(sc2n(Cc2ccccc2F)c1=O)CCCC3,12,-2,3,2,108,-5,6,1.0,-6,-11,-6
CCOC(=O)[C@H]1[C@H]2COc3ccc(Cl)cc3[C@@H]2N2C(=O)c3cc(F)ccc3NC(=O)[C@@]12C,0,31,-1,.,106,-2,22,-0.8,-22,35,-1
COc1ccccc1N1CCN(C(=O)CSc2nc(N)cc(=O)[nH]2)CC1,-7,4,-9,9,100,-9,16,-0.4,-16,38,-7
CCC(NC(=O)NCCCn1ccnc1)(C(F)(F)F)C(F)(F)F,-4,11,-6,2,106,3,7,6.2,-7,0,2
CCC(=O)c1ccc(OCC(O)CN2CCN(c3cccc(C(F)(F)F)c3)CC2)cc1 (centres undefined),-11,10,-1,.,97,1,-8,0.5,8,15,-4
Nc1c(C(=O)NC2CC2)sc2nc3c(c(-c4ccco4)c12)CC/C3=C/c1ccco1,4,55*,11,.,.,9,-44,0.0,44,-3,-12
CCc1ccc(NC(=O)C(C)OC(=O)CN2C(=O)NC3(CCCC3)C2=O)cc1 (centres undefined),16,4,-4,-1,112,-9,-12,1.5,12,-11,-4
CNc1c(N=Cc2cccnc2)c(=O)n(C)c(=O)n1C,-4,14,2,-2,103,-8,1,1.1,-1,-8,-2
CC(NC(=S)N1CCOCC1)c1ccccc1 (centres undefined),-4,-12,3,-3,102,0,22,-1.1,-22,-13,2
CCC1=C2CC[C@H]3C(=O)N(c4ccccc4)C(=O)[C@H]3[C@H]2[C@@]2(C)C(=NCC(=O)OC)OC(=O)N2C1=O,-1,23,6,.,102,-7,18,0.0,-18,13,14
CCOc1c2ccc(C(=O)NCc3ccc(OC(F)(F)F)cc3)cc2nn1CC,-5,0,-1,.,104,-8,26,1.6,-26,23,-12
CC(NC(=O)c1cc2ccccc2oc1=O)c1ccccc1 (centres undefined),33,34,-6,-5,104,0,14,0.8,-14,-5,1
CN1C(=O)c2ccc(NC(=O)c3cccc4ccccc34)cc2C1=O,9,15,0,4,124,-6,-27,-0.2,27,130,12
CCOc1ncccc1C(=O)OCc1cccc([N+](=O)[O-])c1,14,-22,4,-2,95,-5,-8,0.8,8,13,3
O=C(CN1CCN(c2ccc(Cl)cc2)CC1)c1ccc2c(c1)OCO2,6,-3,-10,1,98,-3,-12,-0.8,12,6,-2
COC(=O)C1(C)NC(c2cccs2)C2C(=O)N(c3ccccc3F)C(=O)C21 (centres undefined),9,0,-5,-3,.,-5,10,0.1,-10,49,4
CCN(C(=O)CN1C(=O)NC(c2ccccc2)(c2ccc(C)c(C)c2)C1=O)C1CCCCC1 (centres undefined),-16,9,-3,14,97,-10,33,0.0,-33,-23,-4
CCC1CCCCN1Cc1ccc(OC)c(C)c1 (centres undefined),-9,3,0,3,83,0,9,-1.5,-9,-5,2
Cc1cccc(NC(=O)C2CCCN(C(=O)Nc3ccc(F)cc3)C2)c1 (centres undefined),-5,23,-1,-7,88,-8,-56,-0.1,56,-2,-5
COc1cccc(CN(C)CC(=O)NNC(=O)c2ccc(Cl)cc2)c1,5,1,2,-1,109,-4,15,-0.9,-15,-10,1

# A draw from above in order of molecular weight, descending.
SMILES,MITF act,Arrestin-AP2 inh,PKA-R1A act,NSD2 HMT inh,DSG3 Ab inh,PKA-R2B act,SR-BI DiI-HDL act,CDK5 p35 inh,SR-BI HDL uptake,Mot1-301 SUMO,dFosB act
CCOC(=O)[C@H]1[C@H]2COc3ccc(Cl)cc3[C@@H]2N2C(=O)c3cc(F)ccc3NC(=O)[C@@]12C,0,31,-1,.,106,-2,22,-0.8,-22,35,-1
CCOc1c2ccc(C(=O)NCc3ccc(OC(F)(F)F)cc3)cc2nn1CC,-5,0,-1,.,104,-8,26,1.6,-26,23,-12
COc1ccc(OCc2cc(C(=O)NCC3CCOCC3)no2)c(Cl)c1,31,14,-3,1,106,0,-3,0.3,3,18,-7
CN1C(=O)c2ccc(NC(=O)c3cccc4ccccc34)cc2C1=O,9,15,0,4,124,-6,-27,-0.2,27,130,12

# The list continues.
SMILES,MITF act,Arrestin-AP2 inh,PKA-R1A act,NSD2 HMT inh,DSG3 Ab inh,PKA-R2B act,SR-BI DiI-HDL act,CDK5 p35 inh,SR-BI HDL uptake,Mot1-301 SUMO,dFosB act
Cc1ccc(NC(=O)CCS(=O)(=O)c2ccc3c(c2)NC(=O)C(C)S3)cc1Cl (centres undefined),0,5,-7,.,92,-1,14,.,-14,5,-16
CCNS(=O)(=O)c1ccc(CCC(N)=O)cc1,-2,-7,-4,0,102,0,17,-1.7,-17,-4,-2
COc1c2c(nc3occc13)C(CC=C(C)C)(OC)C(OC(C)=O)CC2 (centres undefined),-10,-8,0,1,106,-18,17,-1.8,-17,15,-1
COc1cc(/C=C/C(=O)OCC(=O)Nc2ccc3c(c2)OCCO3)ccc1O,-13,-3,3,-1,100,1,-2,0.9,2,-11,-7
CC(C)(C)c1ccc(C(=O)N2CCN(c3ncccn3)CC2)cc1,-4,-17,-5,-1,98,4,-9,-0.3,9,4,-4
COc1ccc(Cl)cc1NC(=O)CCS(=O)(=O)c1cc2c(cc1C)NC(=O)CO2,.,6,8,.,99,-6,-6,0.2,6,6,2
CN(C)CCNC(=O)c1ccccc1-c1ccccc1,2,5,-2,-7,.,-5,13,-3.7,-13,25,0
OC1(c2ccc(Br)cc2)CCNCC1,15,7,13,1,102,0,16,-0.9,-16,69,9
O=C(NC1CC1)c1cc2cc(Br)ccc2s1,30,4,1,-1,96,2,9,-0.4,-9,397,-2
O=C(c1cccc(Cl)c1)N1CCN(Cc2ccc3c(c2)OCO3)CC1,.,11,-3,2,101,9,37,-1.4,-37,8,-5
Cc1ccnc(NC(=O)CCC(=O)N(CC(=O)NC(C)(C)C)Cc2ccc3c(c2)OCO3)c1,5,-14,-6,33,.,-4,.,1.3,.,-3,-5
CC1Cc2nc(SCC(=O)Nc3nccs3)n(C)c(=O)c2S1 (centres undefined),-13,.,-2,.,99,-1,-5,-0.8,5,30,-12
CCCNC(=O)C1CCC(CNS(=O)(=O)c2ccc3c(c2)N(C(C)=O)CCO3)CC1 (centres undefined),-2,-11,-12,3,.,-1,4,0.8,-4,-15,3
COc1ccc(S(=O)(=O)N2CCCCC2)cc1NC(=O)CSc1nnc(C2CC2)n1C,.,-5,-3,0,.,-7,12,0.6,-12,6,0
CCC(=O)NNC(=S)NC(=O)c1ccc(C)cc1,55,6,-18,-3,101,4,4,0.0,-4,59,-3
COc1ccc(N2CCN(C(=O)CN(c3ccc(OC)cc3)S(=O)(=O)c3ccccc3)CC2)cc1,-10,-11,-1,3,106,3,-14,-0.5,14,0,-11
CC(C)(C)C(=O)Nc1ccc(S(=O)(=O)Nc2nccs2)cc1,7,4,-2,0,88,-4,23,-1.8,-23,173,3
Cc1cccc(/N=C/c2c(O)cc(C)oc2=O)n1,3,5,-5,5,107,-16,16,-1.8,-16,-5,-5
CCCCNC(=O)C1c2cc(OC)c(OC)cc2C(=O)N(C)C1c1cccs1 (centres undefined),-8,-17,-4,0,103,-8,3,-0.3,-3,-3,-4
COc1ccc(NC(=O)C(c2ccccc2)N(C)C(=O)CNC(C)=O)cc1 (centres undefined),-4,27,-1,4,105,6,14,1.5,-14,3,3
O=C(CSc1ccc2ccccc2n1)NCc1ccc2c(c1)OCO2,-10,-3,-9,2,97,2,6,-1.1,-6,27,1
O=C(CN1CCc2ccccc2C1)Nc1cccc(S(=O)(=O)N2CCCC2)c1,-14,-11,-3,0,115,-2,-27,0.5,27,11,-13
CCN(CC)c1nc(Nc2ccccc2)nc(Oc2ccc(C(=O)OC)cc2)n1,-4,26,-5,-1,93,-12,-59,-1.7,59,12,-6
Cc1ccc(S(=O)(=O)Oc2ccc(/C=N/NC(=O)c3cccnc3)cc2)cc1,0,3,-1,-3,94,-7,-24,0.1,24,-6,-8
Cc1ccc(CC(=O)NC(C)CCc2ccccc2)cc1 (centres undefined),14,-2,2,-1,100,-3,5,0.1,-5,12,-3

# Later entries.
SMILES,MITF act,Arrestin-AP2 inh,PKA-R1A act,NSD2 HMT inh,DSG3 Ab inh,PKA-R2B act,SR-BI DiI-HDL act,CDK5 p35 inh,SR-BI HDL uptake,Mot1-301 SUMO,dFosB act
COc1cccc(-c2nnc(SCC(=O)N3CCCc4ccccc43)o2)c1,10,-8,-3,0,.,-6,.,0.5,.,135,-14
CCOC(=O)N1CCN(C(=O)c2c[nH]c3ccc(S(=O)(=O)N(C)c4ccc(OCC)cc4)cc3c2=O)CC1,2,5,5,4,.,0,13,0.2,-13,-18,-6
COCCn1c(SCC(=O)c2c(N)n(C3CC3)c(=O)[nH]c2=O)nnc1-c1cccc(C)c1,6,17,3,0,101,-4,19,1.0,-19,-16,-3
Cn1c(-c2ccccc2)cnc1SCC(=O)NCc1ccco1,8,-1,8,5,105,16,6,0.7,-6,-7,0
COc1cc(S(=O)(=O)Nc2ncn[nH]2)ccc1Cl,-10,24,-5,-2,97,3,10,-0.6,-10,4,-2
CC(=O)c1ccc(NC(=O)/C(=C\c2ccccc2)NC(=O)/C=C/c2ccccc2)cc1,.,6,-5,-1,85,-8,-10,0.7,10,-1,2
CC1(C)CC(NC(=O)c2cc(S(=O)(=O)N3CCOCC3)c(Cl)cc2Cl)CC(C)(C)N1,7,-8,-8,-1,103,-2,-6,1.2,6,186,-7
O=C(c1cccs1)N1CCN(C23CC4CC(CC(C4)C2)C3)CC1,13,39,-6,2,101,-11,4,3.2,-4,3,-12
O=C(O)CNC(=O)c1ccc(OC(F)F)cc1,-4,-7,3,-1,95,-14,38,-0.5,-38,-19,1
